ROCK2 blocker: inhibitors of human ROCK2 kinase, primary screen, biochemical, high-throughput, luminescence; AID 604, 2007; purified ROCK2, Kinase-Glo ATP depletion luminescence; inhibition, % at 6 µM; hit rate 0.35% among 60,000;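 active = inhibition above the screen-wide mean inhibition plus 3 SD, cut at about 18% in these data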;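 note: plate controls were DMSO wells for no effect and Y-27632 control wells after no-enzyme background subtraction for full effect; many of its hits are not listed in these tables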
MKP-1 inh: MKP-1 phosphatase inhibitors, primary screen, biochemical, in vitro. inhibition, %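 (compounds tested at a single concentration somewhere between 10 and 100 µM)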. AID 374, 2006. recombinant MKP-1, OMFP hydrolysis fluorescence. Dual specificity protein phosphatase 1 (Homo sapiens), P28562. hit rate 0.15% among 65,000;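 active = inhibition above about 50%, limit read from the data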;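 note: 0% = DMSO max control wells and 100% = wells with enzyme stopped by NaOH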
Target sequence (P28562 whole entry, looked up): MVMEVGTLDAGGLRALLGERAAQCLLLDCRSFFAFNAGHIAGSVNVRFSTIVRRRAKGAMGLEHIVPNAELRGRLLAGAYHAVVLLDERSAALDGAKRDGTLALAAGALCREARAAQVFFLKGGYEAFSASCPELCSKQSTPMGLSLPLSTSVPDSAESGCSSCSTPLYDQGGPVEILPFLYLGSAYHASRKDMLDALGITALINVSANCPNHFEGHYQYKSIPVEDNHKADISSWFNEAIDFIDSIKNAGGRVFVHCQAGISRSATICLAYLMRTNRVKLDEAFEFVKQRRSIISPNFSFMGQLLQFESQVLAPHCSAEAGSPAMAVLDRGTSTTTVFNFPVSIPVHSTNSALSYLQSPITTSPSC
Cdc25B inh: inhibitors of Cdc25B phosphatase catalytic domain, primary screen, biochemical, OMFP fluorescence; M-phase inducer phosphatase 2 (Homo sapiens), P30305; inhibition, %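 (compounds tested at 10 µM final in the well)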; AID 368, 2006; recombinant Cdc25B, OMFP fluorescence Ex485/Em525; hit rate 0.1% among 65,000; in the data active = inhibition above about 50%
Target sequence (P30305 whole entry, looked up, the tested form may be a part): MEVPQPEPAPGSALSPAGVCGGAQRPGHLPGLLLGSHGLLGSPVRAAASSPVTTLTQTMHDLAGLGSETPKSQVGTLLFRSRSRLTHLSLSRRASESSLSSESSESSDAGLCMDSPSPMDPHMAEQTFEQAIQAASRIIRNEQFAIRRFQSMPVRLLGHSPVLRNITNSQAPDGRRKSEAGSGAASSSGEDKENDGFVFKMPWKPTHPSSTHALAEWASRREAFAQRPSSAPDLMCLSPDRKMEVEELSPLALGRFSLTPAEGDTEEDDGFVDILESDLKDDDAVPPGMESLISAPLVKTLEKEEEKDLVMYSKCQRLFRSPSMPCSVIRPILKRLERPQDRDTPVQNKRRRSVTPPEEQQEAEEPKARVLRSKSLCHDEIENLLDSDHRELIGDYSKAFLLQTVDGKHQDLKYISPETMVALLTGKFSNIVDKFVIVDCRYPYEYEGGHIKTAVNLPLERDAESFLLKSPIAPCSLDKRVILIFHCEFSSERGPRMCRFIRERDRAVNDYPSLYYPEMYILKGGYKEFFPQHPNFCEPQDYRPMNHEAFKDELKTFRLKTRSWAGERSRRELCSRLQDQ
TNAP act DEA: human TNAP enzyme activators, primary screen, biochemical, luminescent, intermediate phosphate acceptor level | 64,000 tested, under 10 active | activation factor at 20 µM | purified TNAP, CDP-star luminescence, 100 mM DEA, 30 min; active compounds read high; scale: 0 levamisole-inhibited, 1 vehicle-only enzyme | Alkaline phosphatase, tissue-nonspecific isozyme (Homo sapiens), P05186;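 active = activation factor of at least 2 at 20 µM, relative to controls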
PKA inh: inhibitors of human PKA kinase activity, primary screen, biochemical, ATP-depletion luminescence, Kemptide substrate; PKA Kemptide phosphorylation, Kinase-Glo ATP luminescence; inhibition, % at 6 µM; hit rate 0.1% among 65,000; AID 524, 2006;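 active = inhibition above the screen-wide mean inhibition plus 3 SD, cut at about 21% in these data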; note: many of its hits are not listed in these tables
JNK3 blocker: JNK3 kinase activity inhibitors, primary screen, biochemical, human, purified enzyme. inhibition, % at 8 µM. Mitogen-activated protein kinase 10 (Homo sapiens), P53779. HTS. AID 746, 2007. hit rate 0.61% among 60,000; in the data active = inhibition above about 17%;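 note: 0% = DMSO and 100% = reference inhibitor; many of its hits are not listed in these tables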
MMP-13 inhibitor: human MMP13 inhibitors, primary screen, biochemical, FRET peptide cleavage. MMP-13 fTHP FRET cleavage, Mca fluorescence. hit rate 0.07% among 65,000. AID 570, 2006. Collagenase 3 (Homo sapiens), P45452. inhibition, % at 4 µM;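 active = inhibition above the mean of compound-free control plate wells plus 3 SD, cut at about 14% in these data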;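 note: 0% = DMSO wells and 100% = wells with reference MMP-13 inhibitor after basal subtraction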
Jurkat viability: cytotoxicity toward Jurkat T cells, primary screen, cytotoxicity control, cell-based, Jurkat E6.1, 60K MLSMR library; inhibition, % at 4 µM; Jurkat E6.1 viability, ATP luminescence, 48 h; hit rate 1.2% among 56,000; AID 463, 2006;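 active = inhibition above the mean inhibition of all tested compounds plus 3 SD, cut at about 28% in these data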
HEK293 NFkB inh: inhibitors of PMA/ionomycin-induced NF-kB reporter, primary screen, antigen receptor NF-kB inhibitor project, cell-based, HEK-293 luciferase reporter, luminescence; HEK-293 NF-kB luciferase reporter; hit rate 0.21% among 62,000; inhibition, % at 3 µM;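 active = inhibition above the mean of all tested compounds plus 3 SD, cut at about 40% in these data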;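 note: 0% = stimulated DMSO wells and 100% = 10 µM reference inhibitor 5653914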
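System – HEK-293 cells with stable firefly luciferase reporter driven by four HIV NF-kB elements · Doses – one dose, 3 µM · Schedule – 1 h compound pre-incubation, 16 h PMA/ionomycin at 37 °C · Technique – luminescence from luciferase substrate reagent · Measure – percent inhibition normalized per plate to DMSO and reference-inhibitor controls · Replicates – tested once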
Numbers without * were called inactive; [ ] = dose if it differs, or a comment. These rows are one share of the data (hit frequency here may not be typical).

Start of the data: the first two compounds (preview)
Screening CC12CN3CC(C)(CN(C1)C3c1ccco1)C2=O (stereo unspecified) returned ROCK2 blocker 1, MKP-1 inh 5, Cdc25B inh -4, TNAP act DEA 0.9, PKA inh 1, JNK3 blocker -1, MMP-13 inhibitor 3, Jurkat viability 6 and HEK293 NFkB inh 12.
CCN(CC)CCCN=C(C)c1c(O)n(-c2ccc(C)cc2)c(=O)[nH]c1=O was read as ROCK2 blocker 1, MKP-1 inh -6, Cdc25B inh 5, TNAP act DEA 0.9, PKA inh -11, JNK3 blocker -7, MMP-13 inhibitor -4, Jurkat viability -6 and HEK293 NFkB inh 5.

The listing, previewed entries included:
Screening CC12CN3CC(C)(CN(C1)C3c1ccco1)C2=O (stereo unspecified) returned ROCK2 blocker 1, MKP-1 inh 5, Cdc25B inh -4, TNAP act DEA 0.9, PKA inh 1, JNK3 blocker -1, MMP-13 inhibitor 3, Jurkat viability 6 and HEK293 NFkB inh 12.
CCN(CC)CCCN=C(C)c1c(O)n(-c2ccc(C)cc2)c(=O)[nH]c1=O was read as ROCK2 blocker 1, MKP-1 inh -6, Cdc25B inh 5, TNAP act DEA 0.9, PKA inh -11, JNK3 blocker -7, MMP-13 inhibitor -4, Jurkat viability -6 and HEK293 NFkB inh 5.
`Cc1ccc2c(c1)C1CN(C)CCC1N2C(=O)COc1ccc(S(=O)(=O)N2CCOCC2)cc1` (stereo unspecified) gave ROCK2 blocker -1, MKP-1 inh 6, Cdc25B inh 10, TNAP act DEA 1, PKA inh 4, JNK3 blocker -1, MMP-13 inhibitor 5, Jurkat viability 5 and HEK293 NFkB inh 9.
Screening COc1ccc(OC)c(N2C(=O)NC(=O)C3(Cc4cc(C)ccc4N(C)C3)C2=O)c1 (stereo unspecified) returned ROCK2 blocker 2, MKP-1 inh 5, Cdc25B inh 15, TNAP act DEA 0.8, PKA inh 4, JNK3 blocker 2, MMP-13 inhibitor -8, Jurkat viability -15 and HEK293 NFkB inh 11.
Screening O=C(Nc1ccccc1)NC1CC2CCC(C1)N2 (stereo unspecified) returned ROCK2 blocker 4, MKP-1 inh 3, Cdc25B inh -19, TNAP act DEA 1, PKA inh 4, JNK3 blocker -7, MMP-13 inhibitor -1, Jurkat viability -3 and HEK293 NFkB inh 12.
Screening CN(C(=O)c1ccco1)C1(c2ccccc2Cl)CCCCC1=O (stereo unspecified) returned MKP-1 inh 7, Cdc25B inh -4, TNAP act DEA 1, PKA inh 2, MMP-13 inhibitor 4 and HEK293 NFkB inh -3.
Cc1cccc(N2C(=O)CC(=O)NC2=O)c1 was read as ROCK2 blocker -2, MKP-1 inh 8, Cdc25B inh -11, TNAP act DEA 0.9, PKA inh -2, JNK3 blocker 3, MMP-13 inhibitor 2, Jurkat viability 4 and HEK293 NFkB inh 11.
`CSc1ccc(CNC2CN3CCC2CC3)cc1` (stereo unspecified) gave ROCK2 blocker 0, MKP-1 inh -5, Cdc25B inh -5, TNAP act DEA 0.9, PKA inh -4, JNK3 blocker -10, MMP-13 inhibitor 0, Jurkat viability 12 and HEK293 NFkB inh 11.
Screening O=c1[nH]c2ccccc2n1C1CCN(CCCC(c2ccc(F)cc2)c2ccc(F)cc2)CC1 returned ROCK2 blocker 1, MKP-1 inh 9, Cdc25B inh -13, TNAP act DEA 0.9, PKA inh -4, JNK3 blocker -1 and MMP-13 inhibitor 4.
Screening c1ccc2sc(C3CCCNC3)nc2c1 (stereo unspecified) returned MKP-1 inh 1, Cdc25B inh -3, TNAP act DEA 0.8, PKA inh 4, MMP-13 inhibitor -3 and HEK293 NFkB inh 15.
For N=C(N)c1c(O)n(C2CCCCC2)c(=O)n(C2CCCCC2)c1=O the results were ROCK2 blocker 8, MKP-1 inh 12, Cdc25B inh 4, TNAP act DEA 0.9, PKA inh 8, JNK3 blocker -1, MMP-13 inhibitor -3, Jurkat viability -6 and HEK293 NFkB inh 10.
`O=C1OCCN1P(=O)(c1ccccc1)c1ccccc1` gave ROCK2 blocker -14, MKP-1 inh 12, Cdc25B inh 5, TNAP act DEA 1, PKA inh -8, JNK3 blocker 0, MMP-13 inhibitor 4, Jurkat viability 4 and HEK293 NFkB inh 6.
O=P(O)(O)/C=C(\Cl)c1ccccc1 was read as ROCK2 blocker 5, MKP-1 inh 4, Cdc25B inh -8, TNAP act DEA 0.9, PKA inh 6, JNK3 blocker 2, MMP-13 inhibitor -13, Jurkat viability 1 and HEK293 NFkB inh 0.
CCN(CC)P(=O)(Oc1cccc(C)c1)N(CC)CC was read as ROCK2 blocker 0, MKP-1 inh 11, Cdc25B inh 4, TNAP act DEA 0.9, PKA inh -4, JNK3 blocker 3, MMP-13 inhibitor -4, Jurkat viability -12 and HEK293 NFkB inh 11.
`Cc1ccc2c(c1)CC1(CN2C)C(=O)NC(=O)N(CCC2=CCCCC2)C1=O` (stereo unspecified) gave ROCK2 blocker 3, MKP-1 inh 20, Cdc25B inh 1, TNAP act DEA 0.9, PKA inh 2, JNK3 blocker -3, MMP-13 inhibitor 3, Jurkat viability 3 and HEK293 NFkB inh 14.
Screening CCOc1ccccc1-n1c(O)c(C=NCCCN(CC)CC)c(=O)[nH]c1=O returned ROCK2 blocker -3, MKP-1 inh -10, Cdc25B inh 9, TNAP act DEA 0.9, PKA inh 4, JNK3 blocker -1, MMP-13 inhibitor 1, Jurkat viability 4 and HEK293 NFkB inh 9.
`CCNC(=O)C1OC(n2cnc3c(N)ncnc32)C(O)C1O` (stereo unspecified) gave ROCK2 blocker 8, MKP-1 inh -8, Cdc25B inh -3, TNAP act DEA 0.9, PKA inh 6, JNK3 blocker -1, MMP-13 inhibitor -1, Jurkat viability 5 and HEK293 NFkB inh 5.
Screening Cc1ccc(Cn2nnnc2CN2CCC(n3nnc4cc(C(F)(F)F)ccc43)CC2)cc1 returned ROCK2 blocker 4, MKP-1 inh 35, Cdc25B inh -28, TNAP act DEA 0.9, PKA inh 2, JNK3 blocker 0, MMP-13 inhibitor -1, Jurkat viability -1 and HEK293 NFkB inh 14.
`Fc1ccc2c(c1)nnn2C1CCN(Cc2nnnn2C2CCCCC2)CC1` gave ROCK2 blocker 5, MKP-1 inh -4, Cdc25B inh -12, TNAP act DEA 0.9, PKA inh 8, JNK3 blocker 0, MMP-13 inhibitor 2, Jurkat viability 1 and HEK293 NFkB inh 10.
For O=S(=O)(c1ccccc1)N1CN2CCN(C2)C1 the results were ROCK2 blocker 5, MKP-1 inh -13, Cdc25B inh -17, TNAP act DEA 0.9, PKA inh 12, JNK3 blocker -4, MMP-13 inhibitor 0, Jurkat viability -8 and HEK293 NFkB inh 19.
Screening O=C(C1CCCN(c2nnc(-n3cccc3)s2)C1)N1CCC2(CC1)OCCO2 (stereo unspecified) returned ROCK2 blocker 5, MKP-1 inh 9, Cdc25B inh -16, TNAP act DEA 0.8, PKA inh 7, JNK3 blocker 4, MMP-13 inhibitor -5, Jurkat viability -9 and HEK293 NFkB inh 18.
Screening CCC(=NCC1CCCO1)c1c(O)n(-c2ccc(Cl)cc2)c(=O)[nH]c1=O (stereo unspecified) returned ROCK2 blocker 5, MKP-1 inh -17, Cdc25B inh 0, TNAP act DEA 0.9, PKA inh 11, JNK3 blocker -1, MMP-13 inhibitor 2, Jurkat viability 1 and HEK293 NFkB inh 19.
For CCOC(=O)c1cn2nc(OP(=S)(OCC)OCC)cc2nc1C the results were ROCK2 blocker 5, MKP-1 inh 2, Cdc25B inh -13, TNAP act DEA 1, PKA inh 1, JNK3 blocker 4, MMP-13 inhibitor 0, Jurkat viability 0 and HEK293 NFkB inh 18.
`CC(=O)c1cccc(NC2=NCC(C)S2)c1` (stereo unspecified) gave ROCK2 blocker -6, MKP-1 inh -3, Cdc25B inh -10, TNAP act DEA 1, PKA inh 3, JNK3 blocker 4, MMP-13 inhibitor -9, Jurkat viability 0 and HEK293 NFkB inh 8.
O=C(Nc1ccncc1)c1c(O)c2ccccc2n(Cc2ccccc2)c1=O was read as ROCK2 blocker 0, MKP-1 inh -18, Cdc25B inh -33, TNAP act DEA 0.9, PKA inh -1, JNK3 blocker -2 and MMP-13 inhibitor -2.
Screening CCCCC(=O)C1C(=O)NC(=O)NC1=O returned ROCK2 blocker -1, MKP-1 inh -17, Cdc25B inh 7, TNAP act DEA 0.9, PKA inh 5, JNK3 blocker 1, MMP-13 inhibitor 9, Jurkat viability -11 and HEK293 NFkB inh -4.
For CCOc1cc(-c2nc3c(C)cccn3c2NCC2CCCO2)ccc1O (stereo unspecified) the results were ROCK2 blocker -8, MKP-1 inh 14, Cdc25B inh -5, TNAP act DEA 0.9, PKA inh -3, JNK3 blocker -20, MMP-13 inhibitor -139[fluorescence artefact?], Jurkat viability -4 and HEK293 NFkB inh 1.
CSc1nnc([C@@H](N)Cc2ccccc2)o1 was read as ROCK2 blocker -1, MKP-1 inh 20, Cdc25B inh 2, TNAP act DEA 0.9, PKA inh 4, JNK3 blocker -9, MMP-13 inhibitor 5, Jurkat viability 2 and HEK293 NFkB inh 14.
For O=C(CCCOc1ccc(Cl)cc1Cl)N1CCC2(CC1)OCCO2 the results were ROCK2 blocker -5, MKP-1 inh -2, Cdc25B inh -1, TNAP act DEA 0.8, PKA inh 0, JNK3 blocker -2, MMP-13 inhibitor 4, Jurkat viability -3 and HEK293 NFkB inh 11.
For CCn1c(=O)cc(OCC(=O)N2CCN(Cc3ccc4c(c3)OCO4)CC2)c2ccccc21 the results were ROCK2 blocker 2, MKP-1 inh 28, Cdc25B inh -12, TNAP act DEA 1, PKA inh -2, JNK3 blocker -1, MMP-13 inhibitor 1, Jurkat viability 12 and HEK293 NFkB inh 8.
O=C(CN1CC(c2ccccc2)CC1=O)Nc1ccc(F)cc1 (stereo unspecified) was read as ROCK2 blocker 5, MKP-1 inh -11, Cdc25B inh -10, TNAP act DEA 1, PKA inh 10, JNK3 blocker 5, MMP-13 inhibitor 1, Jurkat viability -2 and HEK293 NFkB inh 2.
`Cc1cc(C)c(C(=O)CN2CCOCC2)c(C)c1` gave ROCK2 blocker -2, MKP-1 inh -4, Cdc25B inh 8, TNAP act DEA 0.9, PKA inh 1, JNK3 blocker -3, MMP-13 inhibitor 2, Jurkat viability 2 and HEK293 NFkB inh 7.
`CCOc1ccc(Br)c(C2(O)CC(C)N(C)CC2C)c1` (stereo unspecified) gave ROCK2 blocker 5, MKP-1 inh -23, Cdc25B inh 3, TNAP act DEA 0.9, PKA inh 10, JNK3 blocker 0, MMP-13 inhibitor 0, Jurkat viability -5 and HEK293 NFkB inh 23.
Screening O=c1cccc2n1CC1CC2CN(C(c2cccc(F)c2)c2sc3ncnn3c2O)C1 (stereo unspecified) returned ROCK2 blocker 1, MKP-1 inh -4, Cdc25B inh -8, TNAP act DEA 0.9, PKA inh 2, JNK3 blocker 0, MMP-13 inhibitor 6, Jurkat viability 4 and HEK293 NFkB inh -2.
N#Cc1ccc(N2CCNCC2)c(F)c1 was read as ROCK2 blocker 4, MKP-1 inh -24, Cdc25B inh 8, TNAP act DEA 1, PKA inh 2, JNK3 blocker -8, MMP-13 inhibitor -1, Jurkat viability -5 and HEK293 NFkB inh -13.

Screening data as filed in PubChem.
